# Screening results from PubChem BioAssay.
# p53 reactivator = qHTS assay for re-activators of p53 using a Luc reporter; H1299 p53-A138V BP100-luciferase reporter, luminescence, 24 h; Potency, µM (titrated, usually from 92.2 µM), for the others: at the highest dose activity change, positive = activation, most hits filed as activators; actives 0.063% (n = 320,000); AID 504706, 2011; note: potency is the fitted concentration of half-maximal effect; % of control where 0% means no effect; nearly all actives have a fitted effect of over 45% in size
#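 H1299 (p53-null), stable ts p53-A138V + BP100-Luc; 1000 cells/well, Opti-MEM/10% FBS; cpd 4 pt, 1:5; 24 h, 37 deg C, 5% CO2; detection reagent 10 min RT; luminescence.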
# FLuc counter = qHTS profiling assay for firefly luciferase inhibitor/activator using purifed enzyme and Km concentrations of substrates (counterscreen for miR-21 project); Luciferin 4-monooxygenase (Photinus pyralis), P08659; purified FLuc, Km substrates, luminescence inhibition; Potency, µM (top dose mostly 57.5 µM), for the others: at the highest dose activity change, negative = inhibition, usual class: inhibitors; actives 6.9% (n = 360,000); AID 588342, 2011;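 note: potency is the fitted concentration of half-maximal effect; plate controls were vehicle for no effect and reference inhibitor for full effect; nearly all actives have a fitted effect of over 55% in size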
# Target sequence (P08659 whole entry, looked up): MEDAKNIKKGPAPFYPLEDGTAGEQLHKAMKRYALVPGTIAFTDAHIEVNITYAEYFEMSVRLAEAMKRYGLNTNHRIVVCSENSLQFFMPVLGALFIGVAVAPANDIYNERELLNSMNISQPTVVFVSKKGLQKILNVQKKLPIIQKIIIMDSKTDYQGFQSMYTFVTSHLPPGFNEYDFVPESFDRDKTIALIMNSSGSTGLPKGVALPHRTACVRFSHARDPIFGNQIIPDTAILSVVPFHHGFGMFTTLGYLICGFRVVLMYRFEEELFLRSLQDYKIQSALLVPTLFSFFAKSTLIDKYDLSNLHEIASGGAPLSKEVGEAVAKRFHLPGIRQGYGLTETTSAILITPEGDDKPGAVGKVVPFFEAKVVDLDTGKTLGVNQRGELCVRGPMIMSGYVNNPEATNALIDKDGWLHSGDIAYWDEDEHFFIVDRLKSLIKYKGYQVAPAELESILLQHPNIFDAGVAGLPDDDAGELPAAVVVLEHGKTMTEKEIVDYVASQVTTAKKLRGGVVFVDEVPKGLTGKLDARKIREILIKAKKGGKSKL
#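 Purified P. pyralis luciferase, 10 nM final, with Km-level 10 uM D-luciferin and 10 uM ATP in 50 mM Tris acetate pH 7.5, 10 mM Mg acetate, 0.01% Tween-20, 0.05% BSA; 6-point qHTS titration about 60 µM downward; luminescence read.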
# Rab9 prom act = qHTS Assay for Rab9 Promoter Activators; Huh7 Rab9 promoter-luciferase reporter, luminescence, 24 h; Potency, µM (series often up to 9.22 µM), for the others: top-dose activation, negative = inhibition, actives largely listed as activators; actives 2.8% (n = 320,000); AID 485297, 2010; note: potency is the fitted concentration of half-maximal effect; % of control where 0% means no effect; nearly all actives have a fitted effect of over 60% in size
#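 Luminescence from Amplite-detected luciferase (10 minutes, ambient) reports Rab9 promoter activation. Before that, stable Rab9-luciferase Huh7 cells (1500/well, reduced-serum OP-MEM I plus 10% FBS) were exposed to compound for 24 hours at 37C.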
# TRPV1 agonist = HTS Assay for Compounds that Act as Agonists of the Vanilloid Receptor 1. Transient receptor potential cation channel subfamily V member 1 (Homo sapiens), Q8NER1. TRPV1-expressing cells, Fluo-8 calcium influx, agonist mode. activation, % at 8.33 µM. actives 0.19% (n = 320,000). AID 540275, 2011; in the data active = activation above about 80%; inconclusive = between about 30% and that limit; note: 0% is about no effect
#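 TRPV1-expressing cells were cultured overnight at 35.5C and loaded with Fluo-8 calcium dye for 40 to 90 min at room temperature. After a 10 s baseline, compound was added and calcium influx was read kinetically for 3 min (ex 480/em 520 nm).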
# ELG1 repair inh = qHTS screen for small molecules that inhibit ELG1-dependent DNA repair in human embryonic kidney (HEK293T) cells expressing luciferase-tagged ELG1; AID 504467, 2011; Potency, µM (highest dose often 46.1 µM), without a hit: at the highest dose activity change, negative = inhibition, usual class: inhibitors; HEK293T ELG1-luciferase reporter, luminescence, 16 h; DNA damage induced by 5-fluorouridine; actives 2.3% (n = 330,000); note: potency is the fitted concentration of half-maximal effect; % is set by controls: 0 for no effect and ±100 for the full control effect; nearly all actives have a fitted effect of over 55% in size
#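 Quantitative HTS, concentration-response format. 2,000 cells/well co-treated with 5-fluorouridine and compound, 16 hr in 5% CO2 at 37 °C; ONE-Glo luminescence read after 30 min.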
# RORg inh = qHTS for inhibitors of ROR gamma transcriptional activity; Nuclear receptor ROR-gamma (Mus musculus), P51450; actives 5.4% (n = 310,000); Potency, µM (titrated, usually from 53.6 µM), for inactives: at the highest dose activity change, negative = inhibition, actives largely listed as inhibitors; Drosophila S2 Gal4-RORgamma UAS-luciferase reporter, 20 h; note: potency is the fitted concentration of half-maximal effect; % is set by controls: 0 for no effect and ±100 for the full control effect; nearly all actives have a fitted effect of over 60% in size
#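 Drosophila S2 cells stably expressing Gal4-DBD/mouse RORγ fusion under metallothionein promoter plus UAS-luciferase; compound 1 h, then 700 uM CuSO4 induction for 20 h at ambient temperature; inhibition read as reduced luminescence.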
# NPC1 prom act = qHTS Assay for NPC1 Promoter Activators | Huh7 NPC1 promoter luciferase reporter, 24 h | Potency, µM (titrated, usually from 9.22 µM), for the others: top-dose activation, hits mostly activators | actives 2.4% (n = 320,000) | AID 485313, 2010;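 note: potency is the fitted concentration of half-maximal effect; % of control where 0% means no effect; nearly all actives have a fitted effect of over 60% in size; reporter is driven by a mutant NPC1 promoter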
#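 NPC1 promoter–luciferase Huh7 cells; 24 h compound; luminescence.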
# Tb PFK inh = qHTS Assay to Find Inhibitors of T. brucei phosphofructokinase; T. brucei PFK, ADP-Glo luminescence; AID 485367, 2010; actives 0.17% (n = 330,000); Potency, µM (doses to about 57.5 µM), inactives show at the top dose activity, negative = inhibition, actives largely listed as inhibitors;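 note: potency is the fitted concentration of half-maximal effect; 0% = uninhibited 1x PFK enzyme wells and -100% = no-enzyme wells; nearly all actives have a fitted effect of over 60% in size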
# Target sequence (O15648 whole entry, looked up): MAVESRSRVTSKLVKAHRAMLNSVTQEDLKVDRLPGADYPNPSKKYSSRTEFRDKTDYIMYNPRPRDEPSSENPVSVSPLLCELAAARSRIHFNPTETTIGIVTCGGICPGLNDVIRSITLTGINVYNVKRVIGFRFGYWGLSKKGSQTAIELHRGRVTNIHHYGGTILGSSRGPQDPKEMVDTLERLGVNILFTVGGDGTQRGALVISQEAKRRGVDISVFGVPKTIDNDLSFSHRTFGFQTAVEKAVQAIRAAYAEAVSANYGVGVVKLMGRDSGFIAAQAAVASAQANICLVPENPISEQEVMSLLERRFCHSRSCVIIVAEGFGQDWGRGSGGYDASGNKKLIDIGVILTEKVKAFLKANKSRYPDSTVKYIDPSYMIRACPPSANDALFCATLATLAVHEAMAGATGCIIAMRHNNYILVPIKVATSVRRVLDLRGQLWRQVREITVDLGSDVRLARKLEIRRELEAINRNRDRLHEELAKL
#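 ADP-Glo luminescence quantified ADP after 45 min at room temperature, with 1.25 nM T. brucei PFK, 0.1 mM ATP and 0.5 mM fructose-6-phosphate in pH 8.0 TEA buffer. qHTS titrations up to 57 µM; curves classified by quality.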
# ELG1 genotoxic = qHTS screen for small molecules that induce genotoxicity in human embryonic kidney (HEK293T) cells expressing luciferase-tagged ELG1 | HEK293T ELG1-luciferase reporter, luminescence, 16 h | Potency, µM (titrated, usually from 46 µM), for the others: at the highest dose activity change, positive = activation, most hits filed as activators | actives 1.3% (n = 330,000) | AID 504466, 2011; note: potency is the fitted concentration of half-maximal effect; % of control where 0% means no effect; nearly all actives have a fitted effect of over 60% in size
#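 Genotoxicity was scored as increased ELG1-luciferase reporter signal, measured by ONE-Glo luminescence (30 min, room temperature). Compound or vehicle exposure of the HEK293T reporter cells lasted 16 hr at 37°C.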
# BRCA1 expr up = qHTS Assay to Identify Small Molecule Activators of BRCA1 Expression; actives 1.1% (n = 380,000); MCF7-BRCA1-FFLuc reporter, luminescence, 48 h; response scale: scaled: vehicle 0%, 10 µM genistein 100%; Potency, µM (top dose mostly 46.1 µM), without a hit: top-dose activation, hits mostly activators; note: potency is the fitted concentration of half-maximal effect; nearly all actives have a fitted effect of over 80% in size; some results filed as inactive show a strong effect at the top dose
#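 Reporter cells (MCF7, BRCA1 promoter-firefly luciferase) received library compounds across a concentration series for 48 h. End-point luminescence was measured and concentration-effect curves derived after normalization.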
# Gal4-VP16 FLuc = VP16 counterscreen qHTS for inhibitors of ROR gamma transcriptional activity; Drosophila S2 Gal4-VP16 UAS-luciferase, luminescence, 20 h; Potency, µM (series often up to 53.6 µM), without a hit: at the highest dose activity, negative = inhibition, actives largely listed as inhibitors; actives 3.5% (n = 310,000); AID 2546, 2010;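 note: Gal4-VP16 expression switched on by copper sulfate through the metallothionein promoter; potency is the fitted concentration of half-maximal effect; % is set by controls: 0 for no effect and ±100 for the full control effect; nearly all actives have a fitted effect of over 50% in size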
# The depositor's hits bear a star; ? = inconclusive; . = not tested or not shown; [ ] = another dose, or the depositor's remark. Unless noted, calls come from the whole dose curve; as a rule, active = well fitted curve in the direction sought with a large enough effect; inconclusive = small, poorly fitted or top-dose-only effect, or another doubt; inactive = no such curve, though single readings can be large; an effect the other way counts as inactive or inconclusive.
SMILES,p53 reactivator,FLuc counter,Rab9 prom act,TRPV1 agonist,ELG1 repair inh,RORg inh,NPC1 prom act,Tb PFK inh,ELG1 genotoxic,BRCA1 expr up,Gal4-VP16 FLuc
CCOC(=O)c1sc(NC(=O)COC(=O)CNC(=O)c2ccco2)c(C(=O)OCC)c1C,-10%,-7%,-2%,?,?,35%,-4%,5%,0%,-1%,-8%
C/C(=N\OC(=O)Nc1ccc(Cl)cc1)c1ccc(F)c(F)c1,2%,?,1%,6,?,20%,-3%,-14%,5%,77%,4%
O=C(CSc1ncnc2sc3c(c12)CCC3)Nc1ccccc1C(=O)O,-1%,-15%,-1%,1,-10%,-3%,0%,1%,0%,-2%,-2%
CC(C)(C)c1ccccc1OCCOCCN1CCCCCC1,-9%,3%,-4%,9,-16%,7%,1%,-2%,-9%,-48%,0%
CCSc1ncc(CO)c(N)n1,3%,4%,-1%,-4,?,0%,1%,-14%,5%,-14%,-1%
COc1ccc(N2CCN(CC(=O)Nc3cccc(S(=O)(=O)N4CCOCC4)c3)CC2)cc1,8%,0%,-6%,0,-11%,11%,-4%,9%,-3%,-31%,-8%
C=CCC1=C/C(=C\c2c(N)n3nc(CC(=O)N4CCOCC4)sc3nc2=O)C=C(OC)C1=O,-6%,1%,0%,?,0%,21%,3%,-1%,5%,12%,-1%
CC(=O)Nc1ccc(S(=O)(=O)NCCCCNS(=O)(=O)c2ccc(NC(C)=O)cc2)cc1,-4%,-2%,1%,2,-2%,0%,-3%,2%,2%,3%,-3%
Cn1c(=O)c2c(ncn2Cc2ccc(Cl)c(Cl)c2)n(C)c1=O,-4%,0%,-21%,8,?,22%,-10%,-17%,-7%,-55%,?
C/C(=N/NC(=O)c1ccc2c(c1)OCCO2)c1ccc([N+](=O)[O-])cc1,5%,1%,0%,.,11%,13%,-2%,-3%,1%,6%,5%
CCOC(=O)CNC(=O)CSc1nnc(NC(=O)c2ccc(C)cc2)s1,27%,0.6µM*,0.56µM*,4,?,5.6µM*,1.8µM*,-5%,?,-68%,6.3µM*
O=C(O)c1cc(NS(=O)(=O)c2ccc(NCc3ccccc3)c([N+](=O)[O-])c2)cc(C(=O)O)c1,.,-7%,2%,1,0%,16%,-1%,9%,1%,-7%,-5%
CCOC(=O)CC1=C(C(=O)OCC)C(c2cc(OC)c(OC)cc2OC)C(C#N)=C(N)O1 (configuration not stated),-19%,-1%,-5%,1,?,-26%,0%,12%,-22%,9%,14%
Cc1cccc(NC(=O)c2ccc([N+](=O)[O-])o2)c1C,2%,0%,-26%,1,7%,-21%,-13%,-11%,-7%,-63%,-7%[10 µM]
Cc1ccc(NC(=O)CS(=O)CC(=O)NC23CC4CC(CC(C4)C2)C3)cc1 (configuration not stated),-2%,5%,13%,7,-9%,-6%,1%,0%,-1%,-11%,-8%
CC(C)(C)[C@H]1COC(=O)[C@H](Cc2ccc(F)cc2)CC/C=C/C[C@@H](CC(=O)N[C@H](CO)Cc2ccccc2)C(=O)N1,-7%,.,.,.,12%,.,.,2%,0%,-17%,.
C=CCNC(=O)c1cc(=O)c2ccccc2o1,3%,0%,5%,-1,-2%,-35%,2%,-5%,0%,18%,0%
O=C(CNc1cccc(S(=O)(=O)N2CCCC2)c1)Nc1cccc(C(F)(F)F)c1,-3%,.,.,.,9.2µM*,.,.,1%,-2%,-64%,.
O=C(O)C1C2C=CC(O2)C1C(=O)NCc1ccccc1Br (configuration not stated),-5%,0%,12%,1,8%,-20%,0%,-4%,0%,1%,1%
NC(Cc1ccc(OC(F)F)cc1)C(=O)O (configuration not stated),0%,6%,7%,-8,?,20%,-2%,1%,1%,-13%,7%
O=C(CN1CCN(Cc2ccccc2)CC1)NNC(=O)c1ccccc1,-6%,1%,0%,-4,7%,.,2%,1%,-4%,3%,.
CCCC(O)(c1ccc(Cl)cc1)C(CN1CCOCC1)c1ccccc1 (configuration not stated),0%,2%,6%,.,-23%,-6%,-1%,6%,-8%,-40%,-19%
Brc1ccc(CNc2cc3c(cc2Br)OCCO3)cc1,-4%,-3%,-2%,-1,2%,?,-6%,5%,-1%,-7%,18%
Nc1cnn(C2OC(CO)C(O)C2O)c(=O)n1 (configuration not stated),1%,3%,3%,-1,?,-1%,0%,-3%,-10%,-10%,-2%
O=C(Nc1ccncc1)Nc1cc(Cl)ccc1Cl,-3%,3%,7%,23,-13%,-8%,2%,-11%,-6%,-32%,?

# Arranged by count of non-hydrogen atoms (low to high): part of the list above
SMILES,p53 reactivator,FLuc counter,Rab9 prom act,TRPV1 agonist,ELG1 repair inh,RORg inh,NPC1 prom act,Tb PFK inh,ELG1 genotoxic,BRCA1 expr up,Gal4-VP16 FLuc
C=CCNC(=O)c1cc(=O)c2ccccc2o1,3%,0%,5%,-1,-2%,-35%,2%,-5%,0%,18%,0%
Brc1ccc(CNc2cc3c(cc2Br)OCCO3)cc1,-4%,-3%,-2%,-1,2%,?,-6%,5%,-1%,-7%,18%
C/C(=N\OC(=O)Nc1ccc(Cl)cc1)c1ccc(F)c(F)c1,2%,?,1%,6,?,20%,-3%,-14%,5%,77%,4%
O=C(CNc1cccc(S(=O)(=O)N2CCCC2)c1)Nc1cccc(C(F)(F)F)c1,-3%,.,.,.,9.2µM*,.,.,1%,-2%,-64%,.
C=CCC1=C/C(=C\c2c(N)n3nc(CC(=O)N4CCOCC4)sc3nc2=O)C=C(OC)C1=O,-6%,1%,0%,?,0%,21%,3%,-1%,5%,12%,-1%

# Records above that bear a hit mark in NPC1 prom act:
canonical_smiles,p53 reactivator,Rab9 prom act,TRPV1 agonist,RORg inh,NPC1 prom act,Tb PFK inh
CCOC(=O)CNC(=O)CSc1nnc(NC(=O)c2ccc(C)cc2)s1,27%,0.56µM*,4,5.6µM*,1.8µM*,-5%

# (more compounds)
SMILES,p53 reactivator,FLuc counter,Rab9 prom act,TRPV1 agonist,ELG1 repair inh,RORg inh,NPC1 prom act,Tb PFK inh,ELG1 genotoxic,BRCA1 expr up,Gal4-VP16 FLuc
COc1ccc(-c2nc3nc(SC)nn3cc2C)cc1F,-9%,-1%,-2%,-1,-5%,-2%,0%,-6%,1%,2%,25µM*
C=CCOc1ccc(C=Nc2ccc(OC)cc2)c(O)c1,17%,8.5µM*,-11%,1,-14%,?,0%,-2%,1%,-1%,6%
Cc1snc(S(=O)(=O)/C(C#N)=N/Nc2cccc(C(F)(F)F)c2)c1C#N,7%,0%,8%,0,23%,14%,-1%,-3%,0%,-51%,-1%
COC(=O)c1cc(C)sc1NC(=O)c1cccnc1,1%,1%,1%,0,2%,-3%,12%,3%,-4%,12%,-8%
COc1ccc(C(=O)COC(=O)C(O)c2ccccc2)c(OC)c1 (configuration not stated),?,.,.,.,?,.,.,-3%,?,33%,.
CN(Cc1cn[nH]c1-c1cc2ccccc2o1)CC1CCOCC1,-6%,4%,3%,0,2%,-15%,-4%,0%,-1%,0%,0%
Cc1nc2ccccc2cc1C(=O)Nc1ccccc1Cl,-4%,-8%,-1%,-5,1%,-9%,7%,-1%,-7%,-18%,?
CCOC(=O)c1csc(NC(=O)CSc2nnnn2-c2ccc3c(c2)OCCO3)n1,-3%,0%,0%,-2,?,?,2%,-3%,-8%,-3%,-23%
CCCNC(=O)c1ccc2c(c1)S(=O)(=O)c1ccccc1C2=O,18%,-6%,-2%,9,?,-27%,9%,-1%,9%,-13%,-2%

# A run of entries from further up, for reference:
SMILES,p53 reactivator,FLuc counter,Rab9 prom act,TRPV1 agonist,ELG1 repair inh,RORg inh,NPC1 prom act,Tb PFK inh,ELG1 genotoxic,BRCA1 expr up,Gal4-VP16 FLuc
CCOC(=O)c1csc(NC(=O)CSc2nnnn2-c2ccc3c(c2)OCCO3)n1,-3%,0%,0%,-2,?,?,2%,-3%,-8%,-3%,-23%
CCCNC(=O)c1ccc2c(c1)S(=O)(=O)c1ccccc1C2=O,18%,-6%,-2%,9,?,-27%,9%,-1%,9%,-13%,-2%
